Assay outcomes from PubChem BioAssay.
NCI-60 one-dose screen, 48 h, at 10 µM unless noted. Numbers give growth in % (100 = growth as untreated, 0 = no growth, -100 = all killed).
MDA-MB-231: MDA-MB-231 breast cancer. 81,000 compounds, 5% hits. AID 1794789
RPMI-8226: RPMI-8226 leukemia cells; 77,000 compounds, 7.5% hits; AID 1794781
CCRF-CEM: CCRF-CEM leukemia; 77,000 compounds, 7% hits; AID 1794778
MOLT-4: MOLT-4 leukemia cells | 80,000 compounds, 6.9% hits | AID 1794779
SR: SR leukemia cells. AID 1794780. 73,000 compounds, 8.7% hits
K-562: K-562 leukemia; 78,000 compounds, 7.4% hits
MDA-MB-468: MDA-MB-468 breast cancer; 78,000 compounds, 8.5% hits
MCF7: MCF7 breast cancer; 82,000 compounds, 6.3% hits; AID 1794796
* marks the source's active call; other numbers are inactive results; . = not tested or not shown; & = joins results of further samples; [ ] = another dose, or the depositor's remark. The calls were made as follows: active = growth percent below 10; inactive = the rest.

SMILES | MDA-MB-231 | RPMI-8226 | CCRF-CEM | MOLT-4 | SR | K-562 | MDA-MB-468 | MCF7
O=C(c1ccc(Br)cc1)C(Br)C(c1ccccc1)C(c1ccccc1)[N+](=O)[O-] (configuration not stated) | 94.3 | 91.5 | 93.9 | 91.8 | 99.9 | 98.7 | 92.2 | 92.1
CC1(C)CC[C@]23CC[C@]4(C)[C@H](CC[C@@H]5[C@@]6(C)CC[C@H](N)C(C)(C)[C@@H]6CC[C@]54C)[C@H]2[C@H]1OC3 | 30.1 | -24.1* | -5.4* | -13.3* | -22.5* | -31.2* | 0.7* | -8.5*
Cn1c(O)c(C(/C=C/c2ccccc2)=NCCN=C(/C=C/c2ccccc2)c2c(O)n(C)c(=O)n(C)c2=O)c(=O)n(C)c1=O | 92.6 | 39.6 | 39.0 | 65.4 | 28.9 | 46.3 | . | 48.7
c1cnc2cc3sc4ncccc4c3nc2c1 | 103.8 | 101.6 | 98.1 | 100.8 | 105.8 | 106.2 | 102.2 | 120.5
O=C1COCCN1c1ccc(NCc2cn(C(=O)c3ccc(Cl)cc3)c3ccccc23)cc1 | 118.1 | 52.6 | 77.1 | 85.7 | . | 28.3 | -66.6* | 10.1
CC(=O)Nc1ccc(-c2cn(-c3cccc(C(=O)Nc4cc(CN5CCOCC5)cc(C(F)(F)F)c4)c3)nn2)cn1 | -95.7* | 2.7* | -5.5* | -22.2* | 0.5* | 0.6* | -92.1* | -84.0*
Cc1cccc(C)c1Nc1nnc(-c2c[nH]c3ccccc23)o1 | 79.1 | 86.0 | 105.8 | 91.1 | 91.5 | 98.4 | 93.2 | 83.4
CC(=O)Nc1cc(C(C)C)c(I)cc1C | 98.5 | 90.8 | 81.1 | 106.5 | 85.3 | 105.4 | 97.1 | 100.0
NC(=O)C1CCN(C(=O)C(=O)c2c(-c3ccccc3)cc3ccccn23)CC1 | 101.4 | 82.0 | . | . | 92.3 | 92.2 | 90.5 | 105.9
O=C1CCC23OC(C(O)c4ccccc4N12)C1C(Br)=NOC13 (configuration not stated) | 104.6 | 98.7 | 102.7 | 102.7 | 102.5 | 96.3 | 115.0 | 96.5
Cc1cc(=O)oc2cc(O)cc(O)c12 | 89.8 | 111.4 | 106.8 | 99.8 | 106.3 | 102.2 | 103.5 | 98.0
CCN(CC)c1ccc(/C=N/Nc2nc(-c3ccc(Br)cc3)cs2)c(O)c1 | 95.9 | 38.4 | 1.4* | 12.3 | 3.6* | 4.6* | 69.0 | 18.7
CCSc1nc2ccccc2o1 | 112.1 | 103.8 | 97.5 | 100.2 | 94.2 | 100.0 | 110.7 | 99.5
CCOC(=O)C1CCCCN1c1ccc(N2C[C@H](CNC(=O)c3ccc(Cl)s3)OC2=O)cc1 (some centres not stated) | 85.4 | 69.6 | 90.2 | 90.4 | 67.8 | 69.3 | 97.1 | 92.6
COc1ccc(-c2cc(Cc3cccs3)c(=O)n(CN3CCN(C)CC3)n2)cc1 | 85.2 | 114.7 | 131.1 | 97.6 | 81.0 | 98.5 | 116.2 | 94.6
CCOC(=O)/C=C\c1ccc(OC)cc1 | 94.3 | 106.1 | 101.7 | 92.7 | 101.5 | 89.7 | 105.5 | 103.5
C/C=C/c1ccc(OC(C)=O)c(OC)c1 | 114.3 | 91.2 | 76.5 | 89.3 | 99.5 | 100.1 | 112.6 | 112.5
CCCOC(=O)c1ccco1 | 112.5 | 102.5 | 98.5 | 96.1 | 108.6 | 103.9 | 119.3 | 96.8
CC(=O)OC1CC2C=CC1C2 (configuration not stated) | 102.0 | 98.0 | 93.0 | 100.1 | 73.5 | 105.2 | 92.6 | 100.4
CCCc1cc(=O)n2c(C(=O)Nc3cccc(Cl)c3)c(C(=O)Nc3ccc(F)cc3)sc2n1 | 112.7[30 µM] | 87.6[30 µM] | 84.2[30 µM] | 77.4[30 µM] | 64.5[30 µM] | 62.7[30 µM] | . | 98.2[30 µM]
C=C1C(=O)O[C@H]2[C@H]1CC/C(COC(=O)NCc1ccc(Cn3c(=O)sn(CCCI)c3=O)cc1)=C\CC[C@@]1(C)O[C@@H]21 | 10.9 | -6.5* | -9.7* | 9.7* | 8.4* | 4.2* | -28.8* | 4.5*
O=c1sc2cc(Nc3ncnc4c3cnn4-c3ccccc3)ccc2n1Cc1ccc(Cl)cc1 | 57.7 | 63.5 | 63.6 | 58.6 | 80.6 | 49.6 | 65.9 | 85.3
CCOC(=O)c1ccccc1C(=O)c1ccccc1 | 118.4 | 108.4 | 107.6 | 73.5 | . | 91.4 | . | 115.7
Brc1ccc2c(-c3cncn3CCc3ccccc3)c[nH]c2c1 | 80.7 | 55.8 | 85.7 | 79.6 | 70.7 | 63.6 | 69.0 | 80.0
COc1c2occc2c(OC)c2c(=O)c(-c3cc(-c4ccc(F)cc4)c(C#N)c(N)n3)c(C)oc12 | 30.0 | 27.3 | 16.0 | 5.9* | 15.5 | 19.5 | 26.4 | 13.4
Next part:
SMILES | MDA-MB-231 | RPMI-8226 | CCRF-CEM | MOLT-4 | SR | K-562 | MDA-MB-468 | MCF7
CC(=O)Oc1ccccc1C(=O)Nc1ccc(C(=O)/C=C/c2ccco2)cc1 | 108.1 | 105.2 | 98.1 | 102.0 | 101.6 | 95.8 | 92.6 | 90.8
CC12CC(=O)C3C(CCC4CC(O)CCC43C)C1CCC/C2=C/CO (configuration not stated) | 103.5 | 93.5 | . | 98.6 | 90.9 | 93.8 | 107.2 | 98.1
Fc1ccc2c(c1)COc1c-2c(C(F)(F)F)nn1-c1ccccc1 | 97.8 | 111.1 | 109.8 | 100.1 | 114.5 | 104.7 | 98.2 | 96.7
O=C(CN1C(=O)S/C(=C\c2ccccc2)C1=O)Nc1ncc(Cc2ccccc2Cl)s1 | 100.7 | 103.0 | 97.7 | 85.9 | 112.5 | 97.3 | 115.5 | 92.7
O=C(CI)Nc1ccc2oc(=O)c(C(=O)O)cc2c1 | 113.2 | 98.1 | 97.6 | 91.8 | . | 90.2 | 107.4 | 104.6
Cc1cc(C)c(O)c(N)c1 | 89.3 | 66.0 | 78.3 | 74.5 | 98.3 | 91.4 | 86.4 | 76.4
CN(C)C1C(=O)c2ccccc2C1=O | 110.3 | 86.1 | 92.1 | 89.1 | 93.9 | 90.9 | 118.0 | 101.6
CCCCNC(=O)c1[nH]cc(-c2ccccc2)c1-c1cc(OC)c2c(c1OC)OCO2 | 83.1 | 94.2 | 94.4 | 90.9 | 100.5 | 90.9 | 84.0 | 107.8
CCOC(=O)CSc1nc2ccccc2c(=O)n1CCc1ccc(S(N)(=O)=O)cc1 | 98.8 | 97.9 | 100.4 | 87.0 | 101.9 | . | 110.8 | 95.1
O=C(NCc1ccco1)C1CCN(S(=O)(=O)c2ccc(Br)cc2)CC1 | 103.2 | 59.3 | 80.7 | 96.7 | 101.9 | 95.9 | 73.2 | 85.9
CC1=CSC2=NCCN12 | 121.6 | 106.3 | 93.6 | 102.0 | 93.1 | 100.5 | 118.1 | 96.6
COc1cc(/C=C2\C(=O)Nc3c(Cl)ccc(Cl)c32)cc(OC)c1OC | 87.2 | 121.8 | 140.5 | 97.0 | 115.9 | 105.3 | 106.3 | 93.3
C/C(=C\c1ccccc1)C(=O)c1ccccc1 | 124.3&123.1 | 111.4&105.1 | 99.9&100.7 | 97.9&88.1 | 98.5&110.0 | 87.6&88.3 | 99.7&90.5 | 106.0&97.4
OCC(O)COc1ccc(Cl)cc1Cl (configuration not stated) | 97.8 | 102.0 | 119.4 | 99.2 | 100.9 | 88.6 | 111.0 | 95.6
COc1ccc(N=Nc2c(N)nn3c(-c4ccc(OC)c(OC)c4)c4c(N)c(C#N)c(N)nc4nc23)cc1 | 77.3 | 90.8 | 93.5 | 91.1 | 87.4 | 100.6 | 107.3 | 67.1
CC1=CC(C)(C)NC(=S)N1c1ccc(N(C)C)cc1 | 116.8 | 89.7 | 86.2 | 112.7 | 83.1 | . | 99.9 | 105.8
COc1cccc(Cn2cc(C(=O)Nc3cccnc3Nc3ccc(OC)cc3OC)nn2)c1 | 92.0 | 100.4 | 104.0 | 93.9 | 87.9 | 91.5 | 104.6 | 83.6
CCCCCCCCCC(=O)N(CCCC)CCCC | 119.7 | 91.5 | 96.5 | 105.5 | 94.0 | 93.2 | 91.7 | 106.9
O=C(/C(=N/Nc1ccc([N+](=O)[O-])cc1)c1ccccc1)c1ccccc1 | 70.8 | 82.7 | 86.2 | 75.6 | 60.8 | 69.6 | 69.6 | 80.3
Cc1cnc(C2OCCO2)c2cccc([N+](=O)[O-])c12 | 127.9 | 101.7 | 96.1 | 94.2 | 89.4 | 92.1 | 88.5 | 94.6
O=C1NC(=O)/C(=C\c2cccc([N+](=O)[O-])c2)N1 | 108.3 | 70.9 | 98.1 | 112.9 | 51.1 | 94.5 | 100.0 | 104.0
O=C(O)CCC(=O)c1ccc2ccccc2c1 | 110.3 | 96.6 | 92.0 | 121.1 | 102.0 | 120.0 | 109.6 | 93.0
CCCCCC(C)c1ccc(O)c(C)c1 (configuration not stated) | . | . | . | 93.0 | 94.3 | 90.6 | 101.0 | 92.0
CCCCCC1(C)NCCO1 (configuration not stated) | 105.5 | 94.5 | 91.8 | 110.3 | 90.3 | 100.7 | 107.3 | 101.0
CN1CCN(c2cc(-c3ccncc3)c(-c3ccc4ccccc4c3)nn2)CC1 | 91.2 | 101.5 | 97.8 | 99.2 | 89.8 | 88.1 | 107.2 | 91.0

Laid out differently: results already given
| compound | MDA-MB-231 | RPMI-8226 | CCRF-CEM | MOLT-4 | SR | K-562 | MDA-MB-468 | MCF7 |
| --- | --- | --- | --- | --- | --- | --- | --- | --- |
| CC12CC(=O)C3C(CCC4CC(O)CCC43C)C1CCC/C2=C/CO (configuration not stated) | 103.5 | 93.5 | . | 98.6 | 90.9 | 93.8 | 107.2 | 98.1 |
| Fc1ccc2c(c1)COc1c-2c(C(F)(F)F)nn1-c1ccccc1 | 97.8 | 111.1 | 109.8 | 100.1 | 114.5 | 104.7 | 98.2 | 96.7 |
| O=C(CN1C(=O)S/C(=C\c2ccccc2)C1=O)Nc1ncc(Cc2ccccc2Cl)s1 | 100.7 | 103.0 | 97.7 | 85.9 | 112.5 | 97.3 | 115.5 | 92.7 |
| O=C(CI)Nc1ccc2oc(=O)c(C(=O)O)cc2c1 | 113.2 | 98.1 | 97.6 | 91.8 | . | 90.2 | 107.4 | 104.6 |
| Cc1cc(C)c(O)c(N)c1 | 89.3 | 66.0 | 78.3 | 74.5 | 98.3 | 91.4 | 86.4 | 76.4 |
| CN(C)C1C(=O)c2ccccc2C1=O | 110.3 | 86.1 | 92.1 | 89.1 | 93.9 | 90.9 | 118.0 | 101.6 |
| CCCCNC(=O)c1[nH]cc(-c2ccccc2)c1-c1cc(OC)c2c(c1OC)OCO2 | 83.1 | 94.2 | 94.4 | 90.9 | 100.5 | 90.9 | 84.0 | 107.8 |

(cont.)
SMILES | MDA-MB-231 | RPMI-8226 | CCRF-CEM | MOLT-4 | SR | K-562 | MDA-MB-468 | MCF7
O=C(NOC(=O)c1ccccc1)c1ccccc1 | 110.5 | 75.7 | 70.6 | 93.0 | 84.5 | 40.8 | 105.4 | 106.7
COc1ccccc1C(=O)Nc1cccc(NC(=O)c2ccoc2C)c1 | 59.4 | 20.7 | 10.9 | 25.0 | 15.5 | 8.8* | 14.0 | 24.6
Nc1nc(-c2ccncc2)nn1-c1nc2ccccc2s1 | 93.9 | 99.4 | 103.2 | 99.1 | 86.1 | 105.7 | 106.9 | 86.5
CN(C)c1ccc(-c2c(C#N)c(N)n3nc(N)c(C#N)c3c2C#N)cc1 | 43.2 | 32.2 | 94.0 | 90.0 | 62.1 | 109.4 | 81.3 | 99.3
NS(=O)(=O)c1ccc(C(=O)NN2C(=O)C3CC=CCC3C2=O)cc1 (configuration not stated) | 111.3 | 109.6 | 113.9 | 103.0 | 101.5 | 105.5 | 115.4 | 99.6
COc1cc(/C=C/C(=O)c2ccc(Cl)cc2)ccc1OS(=O)(=O)c1ccc(C)cc1 | 90.9 | -16.7* | 12.9 | -2.4* | -13.8* | 14.9 | 99.7 | 11.2
Cc1cc(O)c(C2=NN(c3ccc(S(N)(=O)=O)cc3)C(/C=C/c3ccccc3)C2)cc1Cl (configuration not stated) | 47.7 | 48.7 | 66.2 | 73.3 | . | 31.2 | 43.3 | 33.8
COc1cccc(-c2nc3occn3c2-c2ccnc(S(C)(=O)=O)n2)c1 | 94.7 | 85.7 | 85.4 | 105.9 | 108.8 | 107.9 | 38.3 | 61.5
CCc1ccc(/C=C2\N=C(C)N(CCc3ccc(S(N)(=O)=O)cc3)C2=O)cc1 | 105.4 | 100.5 | 88.7 | 89.7 | 89.9 | 97.0 | 111.3 | 101.5
CCOC(=O)c1cc(OCC)c(OCC)c(OCC)c1N | 88.2 | 99.6 | 99.7 | 95.1 | 96.4 | 122.9 | 102.7 | 92.0
CCCCOC(=O)c1ccc(C)cc1 | 113.1 | 103.7 | 102.3 | 103.7 | . | 105.1 | 114.0 | 97.6
COc1ccc(-c2nn(-c3cccc(Cl)c3)cc2C2CC(c3ccccc3)=NN2)cc1 (configuration not stated) | 99.6 | 94.7 | 74.3 | 80.9 | 87.3 | 96.7 | 93.7 | 83.0
CNc1nc(SCc2ccc(Cl)cc2Cl)ncc1C | 120.7 | 100.9 | 101.2 | 88.3 | 92.6 | 83.5 | 91.8 | 100.3

Whole records, quoted from the list.
`CCc1ccc(/C=C2\N=C(C)N(CCc3ccc(S(N)(=O)=O)cc3)C2=O)cc1` is listed as MDA-MB-231: 105.4; RPMI-8226: 100.5; CCRF-CEM: 88.7; MOLT-4: 89.7; SR: 89.9; K-562: 97.0; MDA-MB-468: 111.3; MCF7: 101.5
`COc1cc(/C=C/C(=O)c2ccc(Cl)cc2)ccc1OS(=O)(=O)c1ccc(C)cc1` is listed as MDA-MB-231: 90.9; RPMI-8226: -16.7*; CCRF-CEM: 12.9; MOLT-4: -2.4*; SR: -13.8*; K-562: 14.9; MDA-MB-468: 99.7; MCF7: 11.2
